LYPLA2 counter: LYPLA2 inhibitors, primary screen, counter-screen for PME1 inhibitor project, biochemical, fluorescence polarization, FP-Rh probe ABPP; AID 2177, 2009; 320,000 compounds, 0.38% hits; Acyl-protein thioesterase 2 (Homo sapiens), O95372; recombinant LYPLA2; inhibition, % at 5.9 µM;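 active means inhibition above the screen-wide mean plus 3 SD, limit set per campaign, cut at about 26% in these data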;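 further: 0% = LYPLA2 with DMSO and 100% = wells lacking LYPLA2 enzyme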
Target sequence (O95372 whole entry, looked up): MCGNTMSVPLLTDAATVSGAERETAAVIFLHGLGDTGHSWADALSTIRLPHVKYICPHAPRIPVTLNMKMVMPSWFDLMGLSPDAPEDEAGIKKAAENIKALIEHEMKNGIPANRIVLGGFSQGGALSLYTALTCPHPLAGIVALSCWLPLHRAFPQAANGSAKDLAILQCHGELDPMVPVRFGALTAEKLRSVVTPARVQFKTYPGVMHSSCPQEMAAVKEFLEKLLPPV
PP1 inh: PP1-alpha phosphatase inhibitors, primary screen, counter-screen for PP5 inhibitor project, biochemical, fluorescence, OMFP substrate, single point | Serine/threonine-protein phosphatase PP1-alpha catalytic subunit (Homo sapiens), P62136 | purified PP1alpha | inhibition, % at 6.7 µM | 320,000 compounds, 0.9% hits | AID 2235, 2010;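 active means inhibition above the mean inhibition of all tested compounds plus 3 SD, computed separately for each screening campaign, cut at about 15% in these data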
Target sequence (P62136 whole entry, looked up): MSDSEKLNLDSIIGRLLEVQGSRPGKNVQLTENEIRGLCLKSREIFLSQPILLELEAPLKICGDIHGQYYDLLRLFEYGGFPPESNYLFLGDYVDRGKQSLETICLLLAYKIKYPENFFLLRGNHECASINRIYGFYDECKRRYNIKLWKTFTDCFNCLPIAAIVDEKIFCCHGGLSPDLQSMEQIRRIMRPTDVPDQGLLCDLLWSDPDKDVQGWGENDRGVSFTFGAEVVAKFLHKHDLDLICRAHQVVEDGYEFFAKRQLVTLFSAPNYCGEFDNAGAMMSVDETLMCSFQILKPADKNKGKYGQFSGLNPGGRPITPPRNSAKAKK
TPT1 inh: Candida albicans TPT1 enzyme inhibitors, primary screen, biochemical, fluorescence polarization; tRNA 2'-phosphotransferase TPT1 (Candida albicans SC5314); recombinant caTPT1, FP RNA substrate dephosphorylation; inhibition, % at 5 µM; 300,000 compounds, 0.81% hits; AID 1962, 2009;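 active means inhibition above the mean of all tested compounds plus 3 SD, set per screening campaign, cut at about 24% in these data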;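 further: plate controls were DMSO alone for no effect and ferristatin control at 100 nM for full effect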
PREPL inhibitor: PREPL enzyme inhibitors, primary screen, biochemical, fluorescence polarization; Prolyl endopeptidase-like (Homo sapiens), Q4J6C6; recombinant PREPL, fluorescence polarization activity-based probe; inhibition, % at 5.96 µM; 320,000 compounds, 0.68% hits; AID 2751, 2010; in the data active means inhibition above about 43%;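 further: 0% = enzyme with DMSO and 100% = wells lacking enzyme; many of its hits are not listed in these tables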
Efflux pump mplx: inhibitors of Candida efflux pumps in yeast, primary screen, S. cerevisiae, Nile Red, multiplex. S. cerevisiae Candida pump triplex. inhibition, % at 10 µM. 330,000 compounds, 0.44% hits. AID 485275, 2010;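 active means plate passing quality check with inhibition over a set limit, or well fluorescence over plate mean plus 4 SD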;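 further: Nile Red retained in pooled yeast measured as flow cytometry median fluorescence; 0% = buffer negative control and 100% = Enniatin B positive control; higher means more Nile Red kept so more efflux inhibition; some compounds called inactive have numbers as strong as hits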
PP5 primary: PP5 phosphatase inhibitors, primary screen, biochemical, fluorescence; inhibition, % at 6.7 µM; 320,000 compounds, 0.18% hits; AID 1987, 2009; purified PP5c, OMFP substrate fluorescence; Serine/threonine-protein phosphatase 5 (Homo sapiens), P53041;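 active means inhibition above the campaign's mean inhibition across all tested compounds plus 3 SD, cut at about 9.5% in these data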;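 further: 0% = DMSO only and 100% = 100 µM cantharidin control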
Target sequence (P53041 whole entry, looked up): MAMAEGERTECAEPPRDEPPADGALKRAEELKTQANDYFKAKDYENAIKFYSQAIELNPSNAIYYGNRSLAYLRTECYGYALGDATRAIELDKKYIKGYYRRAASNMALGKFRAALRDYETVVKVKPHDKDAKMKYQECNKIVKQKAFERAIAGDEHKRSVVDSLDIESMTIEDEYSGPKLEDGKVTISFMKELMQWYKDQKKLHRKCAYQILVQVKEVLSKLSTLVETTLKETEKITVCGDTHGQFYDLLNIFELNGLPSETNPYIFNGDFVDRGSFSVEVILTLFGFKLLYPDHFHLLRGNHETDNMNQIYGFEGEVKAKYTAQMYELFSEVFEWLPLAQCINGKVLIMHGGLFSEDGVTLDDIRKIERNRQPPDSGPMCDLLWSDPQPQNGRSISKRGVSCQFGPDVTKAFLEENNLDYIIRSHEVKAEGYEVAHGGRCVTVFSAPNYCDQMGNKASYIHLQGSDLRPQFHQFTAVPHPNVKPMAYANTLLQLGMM
core dimer inh: inhibitors of HCV core protein dimerization, primary screen, biochemical, TR-FRET, high-throughput; TR-FRET GST/Flag-core106 dimerization, 1536-well; inhibition, % at 5 µM; 300,000 compounds, 0.33% hits; AID 1899, 2009;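 active means inhibition above the mean of all tested compounds plus 3 SD, set per screening campaign, cut at about 45% in these data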
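Test system: GST/Flag-tagged HCV core106 proteins; Medium: KF-containing HEPES buffer, pH 7.45, DTT, CHAPS, BSA; Times: compound-protein-antibody incubation 4 h at 22.5 °C; Detection: TR-FRET 671 and 617 nm emission; Benchmarks: wells lacking GST-core106 and wells with excess unlabelled core106.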
GASC-1 inh: inhibitors of GASC-1 histone demethylase, primary screen, biochemical, fluorescence, DELFIA europium; GST-JMJD2C(1-420) H3K9me3 demethylation; 330,000 compounds, 0.069% hits; inhibition, % at 2.35 µM; AID 2099, 2009;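 active means more than half of a compound's replicate wells show inhibition beyond 50%, single wells judged on their own value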;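 further: signal counts dimethyl H3K9 product captured on neutravidin plate; 0% = median of DMSO wells and 100% = 0.3 times that DMSO median; strong numbers were not always called active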
Fh CTSL1 inh: Fasciola hepatica cathepsin L1 inhibitors, primary screen, counter-screen for PFM18AAP inhibitor project, biochemical, QFRET, fluorogenic peptide substrate. recombinant F. hepatica cathepsin L1, Z-Leu-Arg-MCA fluorescence. inhibition, % at 5.96 µM. 300,000 compounds, 0.49% hits;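 active means inhibition above the mean of all tested compounds plus 3 SD, set per screening campaign, cut at about 17% in these data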;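 further: 0% = plate median of test compound wells and 100% = 1 µM Z-Phe-Ala-diazomethylketone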
Starred values were filed as active, the others as inactive; . = not tested or not shown; & = joins results of further samples. Only part of the results is shown; rates above refer to the full screens.

SMILES | LYPLA2 counter | PP1 inh | TPT1 inh | PREPL inhibitor | Efflux pump mplx | PP5 primary | core dimer inh | GASC-1 inh | Fh CTSL1 inh
COc1ccc(C(CNC(=O)c2ccc(C)c(S(=O)(=O)N3CCCCC3)c2)N(C)C)cc1OC (stereo not given) | -7 | -2 | 0 | 24 | -0.1 | 3.7 | -2 | -7 | 14
Cc1cc(C)c2[nH]c(O)c(N=NC(=O)c3cc4c(s3)CCCC4)c2c1 | -3 | -2 | 2 | 18 | -0.1 | -0.1 | 17 | -1 | 0
CCCCC1OC23CCCCC2C(C#N)(C(=N)O3)C1(C#N)C#N (stereo not given) | 2 | 5 | -43 | 5 | 0.2 | -2.2 | 5 | 9 | 1
CCC(=O)Nc1ccc2c(c1)ncn2-c1ccc(OC)cc1 | 9 | 2 | 0 | 6 | 0.2 | 1.1 | -2 | 4 | -3
N#C/C(=C\c1ccc(Cl)cc1)c1nc2ccccc2o1 | -2 | 4 | 8 | 4 | 0.1 | 1.7 | -4 | -4 | -1
CN1C(=O)C(O)(C2COC(C)(C)CC2=O)c2ccccc21 (stereo not given) | 0 | -2 | 3 | -2 | 0.0 | -1.3 | 0 | -6 | 2
Cc1ccc(Oc2c(C=O)c3ccccc3n2C)cc1 | 10 | -1 | 1 | 10 | 0.5 | 2.7 | 8 | -4 | 0
S=C(NCCc1ccccc1)Nc1ccc(Br)cn1 | 12 | 2 | -7 | 4 | -0.1 | 1.6 | 2 | 3 | 7
COCCCn1c(=O)c2ccccc2n2c(=S)[nH]nc12 | -8 | -4 | 1 | 7 | 0.2 | -0.2 | 5 | -5 | 1
COC(=O)C(CCSC)NC(=O)C12CC3CC(CC(C3)C1)C2 (stereo not given) | -2 | -2 | -2 | 1 | 0.0 | 2.4 | -3 | . | -2
O=C1Nc2ccc(Br)cc2C12OCCO2 | 0 | -6 | -2 | 1 | 0.0 | 1.9 | 3 | 5 | -4
Cc1ccc(NC(=O)NC2=N/C(=C(/C#N)C(=O)N3CCCC3)c3ccccc32)cc1 | 5 | -5 | -4 | 4 | 0.1 | 2.3 | 4 | 12 | 5
COc1ccc(-n2c(SCC(=O)Nc3cc(C(=O)O)ccc3C)nc3ccccc3c2=O)cc1Cl | -1 | -6 | 1 | 10 | -0.2 | -2.9 | 8 | -8 | 8
Clc1ccc(-c2cc(CSc3cccc(Cl)c3)on2)cc1 | -2 | 0 | 2 | -33 | -0.1 | 0.6 | 6 | 10 | 2
COc1ccccc1NS(=O)(=O)c1ccc(NC(=O)c2ccncc2)cc1 | -4 | -2 | -5 | -2 | -0.1 | -0.9 | 0 | 19 | 6
CN(C)c1cc[n+](CC(=O)Nc2ccc(Oc3ccccc3)cc2)cc1 | -9 | 0 | -3 | -22 | 0.1 | 2.3 | -4 | -3 | 0
CCOc1ccc(CN(C)C(=O)CNC(=O)C2CCCCC2)cc1 | -3 | -3 | -4 | 4 | -0.1 | -1.4 | 0 | -6 | 5
COc1ccc(C(C(=O)NC2CCCCC2)N(C(=O)c2sc(C)nc2C)c2ccccc2C)cc1 (stereo not given) | 0 | -1 | 1 | 0 | -0.1 | -0.8 | 3 | 1 | -2
Cc1nc(CNS(=O)(=O)c2ccc3c(c2)OCCO3)cs1 | 0 | -4 | -2 | 5 | 0.0 | 1.9 | 1 | 5 | -3
CCOC(=O)CN1CC23C=CC(O2)C(C(=O)Nc2cc(OC)ccc2OC)C3C1=O (stereo not given) | -1 | -8 | -4 | 11 | 0.9* | -3.9 | 1 | 1 | -6
O=C(COc1ccc2c3c(c(=O)oc2c1)CCCC3)NCc1ccncc1 | 4 | 5 | 0 | 10 | 0.0 | -4.9 | -10 | -3 | -5
CC1(C)Cc2c(c(N3CCCC3)nc3sc(C(=O)Nc4ccccc4)c(N)c23)CO1 | 9 | 2 | 0 | 20 | 0.0 | 4.6 | 11 | 5 | 5
O/N=C1/CCc2cccc3cccc1c23 | -1 | -4 | -3 | 1 | 0.1 | 1.3 | 7 | 4 | -1
CC(=O)c1ccc(S(=O)(=O)Nc2ccc(N3CCOCC3)cc2)cc1 | -3 | -2 | -1 | 1 | -0.1 | -1.0 | 13 | -9 | -4
O=C(NCc1ccc(Cl)cc1)c1ccc(-c2ccccc2C(F)(F)F)o1 | -19 | 0 | 2 | -11 | 0.1 | 2.4 | -6 | -1 | 8

(next part)
SMILES | LYPLA2 counter | PP1 inh | TPT1 inh | PREPL inhibitor | Efflux pump mplx | PP5 primary | core dimer inh | GASC-1 inh | Fh CTSL1 inh
O=C(Nc1ccccc1N1CCOCC1)c1cc(-c2ccco2)nc2ccccc12 | 6 | 2 | -4 | 8 | 0.2 | 3.3 | 56* | -3 | 0
O=C(O)C1C2C=CC(O2)C1C(=O)NCc1ccc2c(c1)OCO2 (stereo not given) | 5 | 1 | -7 | -8 | 0.0 | 2.0 | -4 | 26 | 1
Cc1[nH]c2ccc(OC(F)(F)F)cc2c1CCN1C(=O)c2ccc(C(=O)O)cc2C1=O | 0 | 1 | 1 | 4 | 0.1 | 1.8 | 0 | -2 | 2
C/C(=N\NC(=O)c1ccccc1O)c1ccc(NC(=O)Cc2ccccc2)cc1 | -1 | -3 | -3 | 2 | 0.0 | 0.5 | -3 | -4 | 2
O=C(Nc1cccnc1)c1cccc(-c2cc3ccccc3oc2=O)c1 | 2 | -6 | -1 | 5 | 0.0 | 2.9 | 12 | 2 | -1
CCCn1nc(NS(=O)(=O)c2cccc3nonc23)c2cc3cc(C)ccc3nc21 | -3 | 4 | 0 | -7 | 0.1 | 0.1 | 2 | 64 | 1
C=C(C(=O)Nc1ccccc1)c1ccc(C)cc1 | -3 | -1 | -2 | 1 | -0.1 | -6.4 | -21 | 17 | 4
CCN1CCN(CCCNC(=O)C2CCCN(c3nnc(-n4cccc4)s3)C2)CC1 (stereo not given) | 4 | -1 | -4 | -32 | 0.0 | -0.1 | 1 | 0 | -5
Cn1cc(Br)c(C(=O)N2CCc3ccccc32)n1 | 5 | -2 | 3 | 16 | 0.3 | 1.0 | -8 | -7 | 1
O=C(CSc1ccc(-c2cccnc2)nn1)Nc1ccc(F)cc1F | 1 | -3 | -2 | -3 | -0.1 | -0.8 | -6 | 3 | 8
CC(=O)c1ccc(NC(=O)CSC(=S)N2CCCC2)cc1 | 6 | 0 | -1 | 3 | -0.2 | 1.6 | -5 | 1 | 0
COc1cc(NC(C)C(=O)N2CC(C)OC(C)C2)cc(OC)c1 (stereo not given) | 9 | -1 | -34 | 19 | -0.1 | -1.5 | -2 | 4 | 1
Cc1ccc(-c2cc(C(F)F)nc(N3CCOCC3)n2)cc1 | -1 | 8 | -1 | -9 | 0.0 | 4.9 | 8 | 3 | 5
CCN(CC(=O)Nc1ccc2c(c1)OCCO2)C(=O)c1cccc(S(=O)(=O)N2CCOCC2)c1 | 9 | 5 | 0 | 10 | -0.1 | -1.3 | -3 | -1 | 0
COc1ccc2nc(SCC(=O)NC(C)c3ccccc3)[nH]c2c1 (stereo not given) | 4 | 0 | . | 7 | 0.1 | 4.7 | . | 3 | .
CC(C)(C)n1cnc2cc(NCc3cccs3)ccc21 | -1 | 0 | -1 | 4 | -0.1 | 0.6 | 2 | 9 | -5
Cc1occc1-c1nnc(SCC(=O)Nc2ccccc2)n1C(C)c1ccccc1 (stereo not given) | 1 | 7 | -5 | 9 | 0.1 | 4.7 | 15 | 48 | -2
COc1ccc(NC(=O)COC(=O)CN2C(=O)NC(C)(C)C2=O)cc1 | 12 | -5 | . | 2 | 0.0 | 0.5 | . | -1 | .
CCC1Oc2ccc(C)cc2N(CC(=O)NCCCN2CCN(Cc3ccccc3)CC2)C1=O (stereo not given) | 6 | 1 | 2 | 13 | -0.7 | 4.0 | 1 | -10 | 1
CCOC(=O)c1cnn(-c2cc(C)c3ccccc3n2)c1N | 3 | 2 | -2 | -2 | -0.1 | 0.0 | -4 | -2 | 2
Cc1c(NC(=O)c2ccco2)cccc1-c1nc2cccnc2s1 | 4 | 0 | 0 | -9 | 0.2 | 2.3 | 37 | 8 | 1
O=C(NCCc1ccccc1)C1CCN(Cc2cccc3ccccc23)CC1 | -2 | -2 | 0 | 29 | 0.2 | -5.2 | -9 | -8 | -6
CCCCNC(=O)O[C@@H]1C[C@H]2CCCC(=O)N3CC[C@@H](C1)[C@@H]23 | 0 | -6 | -3 | -8 | 0.0 | 0.0 | 0 | -1 | -3
CCOC(=O)c1c(NC(=O)COc2ncnc3ccccc23)sc(C)c1C | -2 | 2 | -1 | -3 | 0.0 | 2.2 | 0 | 8 | 0
COCc1[nH]nc2c1C(c1ccccc1Cl)C(C#N)=C(N)O2 (stereo not given) | -2 | -1 | 3 | -9 | 0.1 | 2.7 | -2 | -2 | -3

Some values from above.
CC(C)(C)n1cnc2cc(NCc3cccs3)ccc21 in LYPLA2 counter is entered as -1
O=C(NCCc1ccccc1)C1CCN(Cc2cccc3ccccc23)CC1 in core dimer inh is entered as -9

(listing goes on)
SMILES | LYPLA2 counter | PP1 inh | TPT1 inh | PREPL inhibitor | Efflux pump mplx | PP5 primary | core dimer inh | GASC-1 inh | Fh CTSL1 inh
CCOc1ccccc1N=C1NC(=O)CS1 | 0 | -2 | 18 | -3 | -0.1 | -0.2 | 8 | -15&9 | 3
Cc1cc(NC(=O)c2cccs2)n(-c2nc3ccccc3[nH]2)n1 | -6 | 7 | 0 | 5 | 0.0 | 0.1 | 0 | 8 | 3
Cc1cc(C)n(C(C)CNS(=O)(=O)c2ccccc2)n1 (stereo not given) | -1 | -1 | -2 | 12 | 0.1 | 2.1 | -17 | 2 | 2
COCc1c(C(=O)N2CCc3ccccc32)oc2ccccc12 | 0 | 0 | -2 | -3 | 0.1 | 4.8 | 10 | 4 | 1
CCOc1ccc(OCCC(=O)Nc2ccc3c(c2)OCO3)cc1 | -7 | -2 | . | -1 | 0.0 | 0.1 | . | -3 | .
CCCS(=O)(=O)N1CCN(S(=O)(=O)c2ccccc2)CC1 | 3 | 0 | -1 | 8 | -0.1 | 0.5 | -4 | 2 | 1
CC(C)CC(=O)N=C1SC2CS(=O)(=O)CC2N1Cc1ccccc1Cl (stereo not given) | -2 | 1 | -2 | 1 | -0.1 | -0.5 | 0 | 1 | 1
O=C(CSc1nc(-c2ccccc2)nn1C(=O)c1ccccc1)Nc1cccc([N+](=O)[O-])c1 | 1 | 1 | -6 | -5 | -0.1 | 3.2 | 0 | -2 | -1
COc1ccc(NS(=O)(=O)c2cccc(C(=O)N3CCC3)c2)cc1 | 0 | -6 | 1 | -1 | 0.0 | -0.8 | 2 | 6 | 3
Cc1ccc(CN2CC(C(=O)N(Cc3nnc(-c4ccccc4Cl)o3)C3CC3)CC2=O)cc1 (stereo not given) | -2 | -6 | 2 | 9 | 0.2 | 0.4 | 5 | 3 | 0
